N370S GC: qHTS Assay for Inhibitors and Activators of N370S glucocerebrosidase as a Potential Chaperone Treatment of Gaucher Disease | Lysosomal acid glucosylceramidase (Homo sapiens), P04062 | N370S GC spleen homogenate, 4MU-glucoside fluorescence | AID 2101, 2009 | Potency, µM (top dose mostly 59.4 µM), without a hit: at the highest dose activity change, negative = inhibition, actives largely listed as inhibitors | 0.092% of 330,000 active;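 also: 0% = full enzyme activity and -100% = no enzyme basal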
FEN1 inhibitor: qHTS Assay for the Inhibitors of Human Flap endonuclease 1 (FEN1). P39748. Recombinant FEN1 flap cleavage, fluorescence, 15 min. Potency, µM (highest dose often 114 µM), for inactives: top-dose activity change, negative = inhibition, most hits filed as inhibitors. 0.35% of 390,000 active; also: nearly all actives have a fitted effect of over 65% in size
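FEN1 at 10 nM preincubated with compounds 15 min at room temperature, then flap DNA substrate added at 50 nM final. Signal read at 0 and 15 min; concentration-response fitted with four-parameter Hill equation.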
KAT2A inh: qHTS Assay for Inhibitors of GCN5L2; 0.21% of 390,000 active; Potency, µM (series often up to 58.9 µM), without a hit: at the top dose activity change, negative = inhibition, usual class: inhibitors; Histone acetyltransferase KAT2A (Homo sapiens), Q92830; GCN5L2 HAT assay, ThioGlo1 CoA-SH fluorescence
Target sequence (Q92830 whole entry, looked up): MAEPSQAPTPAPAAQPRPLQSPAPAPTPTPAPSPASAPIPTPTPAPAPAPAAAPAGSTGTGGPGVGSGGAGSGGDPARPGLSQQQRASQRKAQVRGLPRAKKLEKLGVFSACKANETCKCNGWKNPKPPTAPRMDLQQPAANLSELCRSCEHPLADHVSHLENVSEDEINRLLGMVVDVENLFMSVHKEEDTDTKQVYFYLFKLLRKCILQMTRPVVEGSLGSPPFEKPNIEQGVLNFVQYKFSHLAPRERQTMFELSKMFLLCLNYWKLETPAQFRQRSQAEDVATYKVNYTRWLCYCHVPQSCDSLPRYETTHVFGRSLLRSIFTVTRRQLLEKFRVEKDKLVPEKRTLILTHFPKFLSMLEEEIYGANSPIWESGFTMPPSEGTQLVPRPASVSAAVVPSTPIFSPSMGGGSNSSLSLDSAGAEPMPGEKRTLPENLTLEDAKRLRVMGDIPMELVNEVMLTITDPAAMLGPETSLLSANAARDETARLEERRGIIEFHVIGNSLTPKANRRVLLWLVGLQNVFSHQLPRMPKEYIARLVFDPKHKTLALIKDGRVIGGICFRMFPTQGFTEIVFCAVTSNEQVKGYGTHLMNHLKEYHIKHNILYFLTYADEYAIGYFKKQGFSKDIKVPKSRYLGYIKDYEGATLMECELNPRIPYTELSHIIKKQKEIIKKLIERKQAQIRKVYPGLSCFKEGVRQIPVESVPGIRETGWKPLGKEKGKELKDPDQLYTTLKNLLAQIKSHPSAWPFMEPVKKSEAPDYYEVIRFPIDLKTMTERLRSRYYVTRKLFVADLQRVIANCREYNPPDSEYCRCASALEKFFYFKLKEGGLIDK
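GCN5L2 (20 nM) in 50mM HEPES pH 7.5, 0.1mM EDTA, 0.01% Tween-20 preincubated 15 min with compounds at room temperature. Reaction started with H3(1-25) 75uM, acetyl-CoA 70uM, ThioGlo1 50uM; CoA-thiol fluorescence (Ex340/Em540) read at 0 and 20 min.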
Active calls of the source: *; ? = inconclusive; / = no result given; [ ] = dose if it differs, or a comment. Calls follow the shape of the dose curve; as a rule, active = well fitted curve in the direction sought with a large enough effect; inconclusive = small, poorly fitted or top-dose-only effect, or another doubt; inactive = no such curve, though single readings can be large; an effect the other way counts as inactive or inconclusive. Unless noted, % is scaled to controls: 0 for no effect and ±100 for the full control effect; potency is read from the fitted curve at half-maximal effect. Only part of the results is shown; rates above refer to the full screens.

SMILES	N370S GC	FEN1 inhibitor	KAT2A inh
O=C(O)c1cc(=O)c2c(OCC(O)COc3cccc4oc(C(=O)O)cc(=O)c34)cccc2o1	2%	-14%	1%
C/C=C(/C)C(=O)Nc1cccc(C2=NOC3(C2)C[C@@H](C(N)=O)N(C(=O)/C=C/CC)C3)c1 (stereo partly drawn)	-3%	0%	-3%
CC(C)c1ccc2oc(=O)cc(CN3CCCCC3)c2c1	2%	2%	-1%
CCOC(=O)CSc1nc2sc3c(c2c(=O)n1-c1ccc(OC)cc1)CCN(C)C3	-12%	-2%	-1%
Cc1ccc(CS(=O)(=O)CCC(=O)NCCCOC(C)C)cc1	10%	6%	-8%
CCOCCCNC(=O)c1oc2ccc3c(c2c1C)C(O)CC(C)(C)O3 (stereo not drawn)	-6%	-2%	-3%
Cc1ccc(NC(=O)Cn2nc(C(=O)O)c3ccccc3c2=O)c([N+](=O)[O-])c1	-4%	6%	2%
Cc1cccc(CCNC(=O)CCS(=O)(=O)c2ccc(Br)cc2)c1	-15%	14%	-10%
O=C(/C=C/c1cccc([N+](=O)[O-])c1)NC(=S)Nc1cccc(NC(=O)c2ccccc2Cl)c1	-1%	4%	-15%
CCOC(=O)C1=C(C)OC(N)=C(C#N)C1c1cc(Cl)c(OCC(N)=O)c(OC)c1 (stereo not drawn)	3%	-4%	/
CCCCc1nn2c(=O)cc(COC(=O)c3ccc(NC(=O)C(CC)CC)cc3)nc2s1	/	-6%	2%
CCc1ccc(-c2nn(Cc3ccccc3)cc2C(=O)NCC2CCCO2)cc1 (stereo not drawn)	/	15%	-5%
Cc1c(C(=O)OC2CCCCC2)[nH]c2c1C(=O)CC(c1ccc(F)cc1)C2 (stereo not drawn)	/	-9%	2%
CN(Cc1ccccc1)C(=O)CCC1CCN(C(=O)CCC(F)(F)F)CC1	-21%	7%	-7%
Cc1sc2ncnc(SCC(=O)NC3CC3)c2c1C	-1%	8%	-1%[0.501 µM]
COc1ccc(-c2csc3nc(C)n(-n4cccc4)c(=O)c23)cc1	-10%	-19%	-8%
CCOC(=O)c1cnc2c(C)c(Cl)ccc2c1Nc1ccc(S(=O)(=O)Nc2ncccn2)cc1	5%	/	-3%
Nc1nnc(CC(=O)N/N=C/c2ccc(-c3ccc(F)cc3)o2)s1	-10%	3%	1%
CCOc1ccccc1NC(=O)c1cc(C(=O)c2cc(Br)ccc2O)coc1=N	-25%	-18%	-13%
Cc1ccn(C(=O)c2ccc(NC(=O)C3CC3)cc2)n1	11%	-1%	2%

Reformatted comma-delimited: 3 of the compounds above.
Structure,N370S GC,FEN1 inhibitor,KAT2A inh
CCc1ccc(-c2nn(Cc3ccccc3)cc2C(=O)NCC2CCCO2)cc1 (stereo not drawn),/,15%,-5%
Cc1c(C(=O)OC2CCCCC2)[nH]c2c1C(=O)CC(c1ccc(F)cc1)C2 (stereo not drawn),/,-9%,2%
CN(Cc1ccccc1)C(=O)CCC1CCN(C(=O)CCC(F)(F)F)CC1,-21%,7%,-7%

Next structures follow.
SMILES	N370S GC	FEN1 inhibitor	KAT2A inh
COC(=O)c1ccc(NC(=O)Cn2c([N+](=O)[O-])cnc2C)cc1	-10%	-7%	2%
O=[N+]([O-])c1cc([N+](=O)[O-])c(Oc2c(F)ccc(F)c2F)cc1NN1CCCCC1	6%	-13%	-3%
CNC(=O)c1[nH]cnc1C(=O)N[C@@H](C)C(=O)OC(C)(C)C	-2%	-3%	-8%
CCOC(=O)[C@H]1[C@H]2COc3ccc(Cl)cc3[C@@H]2N2C(=O)c3cc(Cl)ccc3NC(=O)[C@@]12C	28%	-3%	-9%
O=C(c1cccc(NS(=O)(=O)c2ccc(Br)cc2)c1)N1CCN(c2ccccc2O)CC1	-17%	6%	-12%
O=C(NCCC(=O)N1CCOCCOCCOCCOCC1)OCc1ccccc1	1%	19%	2%
c1ccc(Nc2nnc(-c3cccc4ccccc34)o2)cc1	6%	3%	-5%
CCn1c(=O)c(C(=O)Nc2ccccc2F)c(O)c2ccccc21	-12%	-11%	-8%
COc1cc(Cl)c(C)cc1NC(=O)c1cc2c(Cl)nc3ccc(C)cc3c2s1	/	-10%	3%
CC(C)C[C@H](NC(=O)c1nc[nH]c1C(=O)NCCCCCNC(=O)OC(C)(C)C)C(=O)OC(C)(C)C	?	-31%	-22%
Cc1ccc(SCC(=O)NNC(=O)CNC(=O)c2ccccc2F)cc1	/	-11%	1%
CCCC(=O)Nc1ccc(C(=O)N/N=C/c2ccc[nH]2)cc1	7%	39%	-1%
COc1cccc(C(=O)N2CCC(C(=O)NCc3ccco3)CC2)c1	-3%	4%	-3%
COC(=O)CC(=O)CSc1nc2c(cc1C#N)CCC2	-5%	-9%	-10%
OCC1(Cc2ccccc2C(F)(F)F)CCN(Cc2cccc3cnccc23)CC1	-8%	1%	-5%
O=C(Nc1ccc(N2CCOCC2)cc1)c1cn2ccccc2n1	-5%	-6%	-5%
O=C(NC(=O)c1ccccc1)Nc1ccc(-c2cc(C(F)(F)F)nn2-c2ccccc2)cc1	/	-6%	-4%
NC(=O)c1c(NC(=O)c2ccccc2)sc2c1CCC2	?	-2%	-1%
Cc1cc(Nc2cccc(C(=O)O)c2)n2nc(C)nc2n1	/	16%	-12%
Cc1cccc(NC(=S)N/N=C/c2ccc(Cl)c([N+](=O)[O-])c2)c1	3%	1%	-1%
CN(C)S(=O)(=O)c1ccc(-c2cn3ccccc3n2)cc1	-3%	11%	-27%
Cc1c(NC(=O)C(C)OC(=O)/C=C/c2ccc3c(c2)OCO3)c(=O)n(-c2ccccc2)n1C (stereo not drawn)	15%	6%	-6%
CCC1CCCCN1CCCNC(=O)c1cc2c(Cl)nc3ccc(C)cc3c2s1 (stereo not drawn)	/	89µM*	7%
CCC(C)NC(=O)N[C@@H](CCSC)C(=O)OC (stereo partly drawn)	7%	3%	-3%
CC(C)OC(=O)c1ccccc1C(=O)c1ccc(N)c([N+](=O)[O-])c1	1%	8%	-7%
C[C@H](NC(=O)c1ccco1)C(=O)NCc1cccs1	/	-1%	-4%
O=C(NCc1ccccc1Cl)C1CCN(S(=O)(=O)c2cccc3nonc23)CC1	-7%	26%	-8%
O=C(OCc1ccc(F)cc1)c1cc2ccccc2cc1O	3%	-3%	-10%
Cc1cc(-c2ccccc2)nc(Oc2ccc(C(C)(C)C)cc2)c1S(C)(=O)=O	16%	?	-16%
COc1ccc(N2CCN(CCNC(=O)Nc3ccc(Cl)cc3)CC2)cc1	-20%	-4%	-3%[0.501 µM]
O=C1N[C@H](Cc2ccccc2)COC(=O)[C@H](Cc2ccc(F)cc2)CC/C=C/C[C@@H]1CC(=O)N(CCO)Cc1ccccc1	/	-13%	-11%
O=C(OCC(=O)N1CCN(C(=O)COC(=O)c2ccc(O)cc2O)CC1)c1ccc(O)cc1O	-1%	0%	4%
O=C(NNC(=O)c1ccccc1O)c1ccc(Br)cc1	-9%	-14%	-2%
O=C(O)CCc1ncc(C(F)(F)F)cc1Cl	13%	3%	-1%
O=C(NC1CCCC1)C1CCCN1C(=O)Nc1ccc(Cl)cc1 (stereo not drawn)	9%	8%	-5%
COc1ccc(-c2cn3c(n2)sc2cc(C(=O)NC4CCCCCC4)ccc23)cc1	/	1%	-14%
CCC(C)NC(=O)Nc1ccc(Br)cc1 (stereo not drawn)	-5%	0%	5%
CC(=O)N(C(C)=O)c1c(C#N)c(C)n(-c2ccccc2)c1C(=O)c1ccccc1	9%	2%	-4%
Cc1cccc(C)c1NC(=O)CSc1nnc(-c2ccccc2)n1Cc1ccc2c(c1)OCO2	-26%	0%	-16%
CCOC(=O)CCC(NC(=O)c1ccc(NCN2C(=O)c3ccccc3C2=O)cc1)C(=O)OCC (stereo not drawn)	4%	0%	2%
COc1ccc(NC(=O)CC2C(=O)N(c3ccc(OC)cc3)C(=O)N2CCc2cccs2)cc1 (stereo not drawn)	?	10%	-3%
Cc1oc(C(=O)O)cc1COc1ccccc1Cl	3%	0%	-2%
N#Cc1c(Sc2ncc(C(F)(F)F)cc2Cl)nsc1C/C=N\OCc1c(F)cccc1Cl	8%	0%	-8%
Cc1cc(N2C(=O)C3C4CCC(C4)C3C2=O)no1 (stereo not drawn)	1%	16%	3%
CCOC(=O)c1c(C)oc2nc(C)nc(N3CCN(c4cccc(C)c4C)CC3)c12	/	6%	21%
Cc1cccc(NC(=S)NC2CCCC2)n1	2%	10%	-3%
CCS(=O)(=O)N1Cc2ccccc2CC1C(=O)Nc1nnc(SCc2ccc(C#N)cc2)s1 (stereo not drawn)	7%	-9%	-2%
O=C(NCCc1ccc(Cl)cc1)c1ncn[nH]1	1%	-3%	20%
CCCCCOC(=O)C1[C@H]2C(=O)N(Cc3cccs3)C[C@]23C=C[C@H]1O3 (stereo partly drawn)	4%	-11%	0%
NS(=O)(=O)c1ccc(NC(=O)CSC2CCCCC2)cc1	6%	-3%	11%
COc1ccc(N2C(=O)CN=C2Nc2nc(C)cc(C)n2)cc1	5%	-16%	2%
C=CCN1C(=O)NC2(CCCCC2)C1=O	8%	1%	-4%
Cc1ccccc1Nc1c(-c2ccc(N3CCOCC3)cc2)nc2cnccn12	12%	-21%	-6%
CO/N=C/C(C#N)=C/c1cc(C(=O)c2ccccc2)cn1C	6%	1%	-18%
COc1cccc(-n2c(-c3ccccc3)c[nH]c2=S)c1	0%	-10%	-3%
COc1ccccc1CNC(=O)c1cccn1-c1nnc(N2CCCCC2)s1	/	15%	21%
CCOC(=O)CC1CCCCN1Cc1cn[nH]c1-c1ccc(F)cc1F (stereo not drawn)	-2%	11%	1%
CCOC(=O)CC1C(=O)NCCN1C(=O)c1c(F)cccc1F (stereo not drawn)	-6%[12.8 µM]	-3%	-10%
C[C@H]1CCCC(=O)CCC/C=C/c2c(O)cc(O)cc2C(=O)O1	2%	/	0%
COc1ccc(C(=O)Nc2ccc(Nc3ccccc3)cc2)cc1[N+](=O)[O-]	-2%	-13%	-12%

Following part.
SMILES	N370S GC	FEN1 inhibitor	KAT2A inh
COc1ccc(-n2c3c(cc(-c4nc(-c5ccc(C)cc5)cs4)c2=O)C(=O)CC(C)(C)C3)cc1	/	11%	-8%
CS(=O)(=O)N1CCC(C(=O)Nc2ccc(OCc3ccccc3)cc2)CC1	4%	-6%	-3%
Cc1cc(OCCn2cc(C(=O)c3ccco3)c3ccccc32)ccc1Cl	/	-13%	-4%
Cc1ccccc1CNC(=O)CCNS(=O)(=O)c1ccc(OC(F)(F)F)cc1	/	-9%	3%
Cc1ccsc1/C=N/NC(=O)CNC(=O)c1ccc(S(=O)(=O)N2CCOCC2)cc1	-5%	-6%	-1%
Cc1nnc(SCC(=O)c2cc(C)n(-c3ccc4c(c3)OCO4)c2C)s1	5%	-13%	-4%
S=c1[nH]nc(-c2cccnc2)n1/N=C/c1ccc(Br)s1	-2%	-3%	-13%
Cc1c(C(=O)NCCCN2CCOCC2)sc2nc(-c3ccccc3)cn12	-7%	/	-3%
CN1CC=C2C(C#N)=C(N)C(C#N)(C#N)[C@H](c3cccs3)[C@H]2C1	0%	-11%	-5%

Compounds shown so far containing two or more sulfur atoms (eight):
SMILES	N370S GC	FEN1 inhibitor	KAT2A inh
CCOC(=O)CSc1nc2sc3c(c2c(=O)n1-c1ccc(OC)cc1)CCN(C)C3	-12%	-2%	-1%
Cc1sc2ncnc(SCC(=O)NC3CC3)c2c1C	-1%	8%	-1%[0.501 µM]
N#Cc1c(Sc2ncc(C(F)(F)F)cc2Cl)nsc1C/C=N\OCc1c(F)cccc1Cl	8%	0%	-8%
CCS(=O)(=O)N1Cc2ccccc2CC1C(=O)Nc1nnc(SCc2ccc(C#N)cc2)s1 (stereo not drawn)	7%	-9%	-2%
NS(=O)(=O)c1ccc(NC(=O)CSC2CCCCC2)cc1	6%	-3%	11%
Cc1ccsc1/C=N/NC(=O)CNC(=O)c1ccc(S(=O)(=O)N2CCOCC2)cc1	-5%	-6%	-1%
Cc1nnc(SCC(=O)c2cc(C)n(-c3ccc4c(c3)OCO4)c2C)s1	5%	-13%	-4%
S=c1[nH]nc(-c2cccnc2)n1/N=C/c1ccc(Br)s1	-2%	-3%	-13%
